Source: PubChem BioAssay (National Center for Advancing Translational Sciences (NCATS))
KB-3-1 cytotox: qHTS assay for MDR1-selective chemotherapeutics: Primary screen using the parental adenocarcinoma cell KB-3-1; 1.4% of 400,000 active; Potency, µM (doses to about 46.1 µM), without a hit: top-dose activity change, negative = cytotoxic, most hits filed as cytotoxic; KB-3-1 viability, CellTiter-Glo ATP luminescence, 72 h; note: potency is the fitted concentration of half-maximal effect; % is set by controls: 0 for no effect and ±100 for the full control effect; nearly all actives have a fitted effect of over 60% in size
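Here the drug-naive KB-3-1 line serves as comparator for MDR sub-line selectivity; cells received compound titrations, 72 h at 37 °C, then CellTiter-Glo readout.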
HT1080NT lethal: qHTS for induction of synthetic lethality in tumor cells producing 2HG: qHTS for the HT-1080-NT fibrosarcoma cell line; HT-1080-NT fibrosarcoma viability, CellTiter-Glo ATP luminescence, 48 h; Potency, µM (top dose mostly 46.1 µM), without a hit: at the top dose activity, negative = less viability, actives largely listed as cytotoxic; 1.6% of 360,000 active;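 note: NT is the 2HG producing partner of a matched IDH1 knockdown line; potency is the fitted concentration of half-maximal effect; 0% = DMSO-treated cells and -100% = media-only wells without cells; nearly all actives have a fitted effect of over 55% in size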
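A 48-hour cytotoxicity screen used HT-1080-NT cells plated 2 hours before compound delivery. ATP-based CellTiter-Glo luminescence measured viability, normalized to DMSO and no-cell controls.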
IL1B secr inh: qHTS for Inhibitors of Inflammasome Signaling: IL-1-beta AlphaLISA Primary Screen. 4.7% of 360,000 active. AID 743279, 2014. THP-1 LPS/ATP IL-1B secretion, AlphaLISA, 16 h; stronger effect = lower value. activity change, % at 57.5 µM; in the data active = activity change below about -50%; inconclusive = mostly about -30% to -49%; note: % is set by controls: 0 for no effect and ±100 for the full control effect
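Secreted IL-1B measured by AlphaLISA bead assay after 16 h compound exposure of THP-1 cells; compounds (final up to 57.5 uM) added 1 h before LPS (250 ng/mL) and ATP (1.25 mM) stimulation; lower signal means less secretion.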
ATXN2 expr inh: Primary qHTS for Inhibitors of ATXN expression | Potency, µM (highest dose often 57 µM), for inactives: top-dose activity change, negative = inhibition, actives largely listed as inhibitors | HEK-293 ATXN2-luciferase reporter, luminescence, 24 h | 0.72% of 360,000 active | AID 1745845, 2022; note: potency is the fitted concentration of half-maximal effect; % is set by controls: 0 for no effect and ±100 for the full control effect; nearly all actives have a fitted effect of over 55% in size
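qHTS (up to 57 uM final) was run with 24 h compound exposure of reporter cells at 37 °C. Each well was multiplexed: SteadyGlo luminescence measured ATXN2-luciferase expression after a fluorogenic Gly-Phe-AFC viability readout (25 uM final).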
WRN inhibitor: qHTS for Inhibitors of WRN Helicase; Bifunctional 3'-5' exonuclease/ATP-dependent helicase WRN (Homo sapiens), Q14191; WRN helicase unwinding, fluorescent forked duplex, kinetic; Potency, µM (highest dose often 114 µM), without a hit: top-dose activity change, negative = inhibition, most hits filed as inhibitors; 0.46% of 360,000 active; note: potency is the fitted concentration of half-maximal effect; % is set by controls: 0 for no effect and ±100 for the full control effect; nearly all actives have a fitted effect of over 55% in size
Target sequence (Q14191 whole entry, looked up): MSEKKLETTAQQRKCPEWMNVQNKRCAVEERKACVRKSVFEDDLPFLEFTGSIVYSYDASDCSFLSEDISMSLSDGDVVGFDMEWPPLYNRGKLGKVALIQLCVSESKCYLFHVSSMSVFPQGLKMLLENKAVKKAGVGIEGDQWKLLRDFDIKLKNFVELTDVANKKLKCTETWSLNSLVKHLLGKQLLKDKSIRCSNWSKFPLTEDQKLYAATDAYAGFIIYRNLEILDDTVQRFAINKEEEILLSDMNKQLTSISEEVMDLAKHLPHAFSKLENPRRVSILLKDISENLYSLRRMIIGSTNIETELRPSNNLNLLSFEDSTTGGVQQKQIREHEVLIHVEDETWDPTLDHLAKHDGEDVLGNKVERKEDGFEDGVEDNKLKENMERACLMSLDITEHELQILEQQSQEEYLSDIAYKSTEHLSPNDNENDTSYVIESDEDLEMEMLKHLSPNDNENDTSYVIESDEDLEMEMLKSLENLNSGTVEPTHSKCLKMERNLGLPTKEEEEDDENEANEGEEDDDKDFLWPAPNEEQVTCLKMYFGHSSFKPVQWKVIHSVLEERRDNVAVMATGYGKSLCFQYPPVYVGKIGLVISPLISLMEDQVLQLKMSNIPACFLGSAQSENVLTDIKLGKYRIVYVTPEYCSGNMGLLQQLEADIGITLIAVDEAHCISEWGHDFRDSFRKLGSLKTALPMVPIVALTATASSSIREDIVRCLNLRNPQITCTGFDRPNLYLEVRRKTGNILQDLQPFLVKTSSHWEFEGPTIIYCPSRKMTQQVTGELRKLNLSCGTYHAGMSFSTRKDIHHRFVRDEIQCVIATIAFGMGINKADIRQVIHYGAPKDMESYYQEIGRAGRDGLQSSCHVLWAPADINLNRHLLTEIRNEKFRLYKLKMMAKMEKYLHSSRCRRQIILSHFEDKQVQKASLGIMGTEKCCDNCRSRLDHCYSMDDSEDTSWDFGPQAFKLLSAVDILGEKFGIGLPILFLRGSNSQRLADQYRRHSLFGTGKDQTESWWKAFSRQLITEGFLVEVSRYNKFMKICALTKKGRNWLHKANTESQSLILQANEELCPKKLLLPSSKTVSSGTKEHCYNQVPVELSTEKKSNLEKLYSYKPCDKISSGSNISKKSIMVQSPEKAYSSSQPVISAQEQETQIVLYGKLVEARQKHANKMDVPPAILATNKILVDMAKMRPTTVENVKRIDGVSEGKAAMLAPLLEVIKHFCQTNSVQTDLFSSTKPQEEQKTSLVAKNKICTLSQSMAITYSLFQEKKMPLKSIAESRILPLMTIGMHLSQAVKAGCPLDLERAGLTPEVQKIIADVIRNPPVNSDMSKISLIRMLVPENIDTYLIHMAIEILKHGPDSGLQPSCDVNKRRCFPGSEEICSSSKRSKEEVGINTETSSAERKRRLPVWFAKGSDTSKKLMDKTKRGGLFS
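WRN at 20 nM final preincubated with compound 15 min at room temperature; reaction started with 100 nM fluorophore/quencher forked duplex oligonucleotide and 2 mM ATP final. Unwinding followed kinetically by red fluorescence (ex 525, em 598 nm).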
HT1080 IDH1KD tx: qHTS for induction of synthetic lethality in tumor cells producing 2HG: qHTS for the HT-1080-IDH1KD cell line | HT-1080 IDH1 knockdown viability, ATP luminescence, 48 h | Potency, µM (series often up to 46.1 µM), inactives show top-dose activity, negative = toxicity, most hits filed as cytotoxic | 2% of 360,000 active | AID 686971, 2013;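 note: potency is the fitted concentration of half-maximal effect; 0% = DMSO wells and -100% = cell-free medium wells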
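Luminescent ATP read-out (CellTiter-Glo, 10 min at room temperature) after 48 h compound exposure at 37 °C gave viability of IDH1-knockdown HT-1080 cells. Activity was normalised to DMSO and cell-free wells, then fitted as concentration-response curves.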
MCF10A rereplic: A quantitative high throughput screen for small molecules that induce DNA re-replication in MCF 10a normal breast cells. Potency, µM (series often up to 46.1 µM), for inactives: at the top dose activity, positive = re-replication, most hits filed as activators. MCF 10A DNA re-replication, Hoechst nuclear intensity, 48 h. 2.9% of 350,000 active; note: potency is the fitted concentration of half-maximal effect; % of control where 0% means no effect; nearly all actives have a fitted effect of over 50% in size
SW480 rerep: A quantitative high throughput screen for small molecules that induce DNA re-replication in SW480 colon adenocarcinoma cells; SW480 DNA re-replication, Hoechst DNA content imaging, 48 h; 1.8% of 340,000 active; Potency, µM (doses to about 46.1 µM), for the others: top-dose re-replication activation, actives largely listed as activators; note: potency is the fitted concentration of half-maximal effect; % of control where 0% means no effect; nearly all actives have a fitted effect of over 55% in size
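DNA re-replication was detected as more nuclei of elevated Hoechst intensity after 48 hr exposure to compound (23 nL pinned per well of 250 cells).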
KB-V1 cytotox: qHTS assay for MDR1-selective chemotherapeutics: Primary screen using the drug-selected MDR subline cells KB-V1; KB-V1 MDR cells viability, CellTiter-Glo, 72 h; Potency, µM (top dose mostly 46.1 µM), for inactives: at the highest dose activity change, negative = cytotoxicity, actives largely listed as cytotoxic; 3.4% of 400,000 active; note: potency is the fitted concentration of half-maximal effect; % is set by controls: 0 for no effect and ±100 for the full control effect; nearly all actives have a fitted effect of over 60% in size
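Cells of the MDR subline KB-V1 are plated, dosed with compound at multiple concentrations, and incubated 72 h at 37 degrees C; CellTiter-Glo is then added and luminescence read after 10 min.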
* hit, by the source's call; ? = inconclusive; · = not tested or not shown; [ ] = dose if it differs, or a comment. Unless noted, calls come from the whole dose curve; as a rule, active = well fitted curve in the direction sought with a large enough effect; inconclusive = small, poorly fitted or top-dose-only effect, or another doubt; inactive = no such curve, though single readings can be large; an effect the other way counts as inactive or inconclusive.

Sequence of screens – KB-V1 cytotox	SW480 rerep	IL1B secr inh	HT1080NT lethal	KB-3-1 cytotox	ATXN2 expr inh	MCF10A rereplic	WRN inhibitor	HT1080 IDH1KD tx
Cc1ccc([N+](=O)[O-])cc1NC(=O)c1cccnc1
 : 10%	0%[9.22 µM]	15	20%	-2%	-1%	-5%	-28%	12%
CC1CCCN(S(=O)(=O)Cc2ccc(Cl)cc2)C1 (stereo unspecified)
 : 1%	-3%	0	1%[9.24 µM]	0%	12%	-2%	-1%	-7%
O=C(CN1CCCN(Cc2ccc(F)cc2Cl)C1=O)NC1CCCCCC1
 : 0%	-1%	-4	-4%	-5%	-14%	-9%	1%	-5%
CCn1c(=O)cc(OCC(=O)NC(C)c2ccc3c(c2)OCCO3)c2ccccc21 (stereo unspecified)
 : -22%	-4%	?	5%	11%	11%	-1%	-1%	3%
S=C1NCN(CCc2ccccc2)CN1
 : -1%	-2%	9	16%	-1%	-5%	-1%	7%	21%
CCCc1cc(=O)oc2cc(C)cc(OCC(=O)NCCN3CCOCC3)c12
 : 0%	-7%	-19	-11%	24%	2%	3%	1%	1%
COc1cc2c(cc1OC)C(=O)NCC(C)(C)O2
 : 8%	-693%[inhibitor]	-8	-7%	0%	·	0%	10%	2%
COc1ccc(CCNC(=O)c2cccs2)cc1
 : 7%	5%	-3	9%	-4%	18%	1%	7%	3%
O=C(NCC(c1ccco1)N1CCc2ccccc21)c1ccccc1F (stereo unspecified)
 : ?	1%	-16	2%	3%	4%	9%	-10%	3%
O=C(CSCc1ccccc1)Nc1ccc2c(c1)OCO2
 : 8%	0%	-5	4%	1%	72%[activator]	0%	-8%	-3%
O=C(NC1CCCC1)C(NS(=O)(=O)c1ccc(Br)s1)c1ccccc1 (stereo unspecified)
 : 1%	-3%	17	16%	-5%	-1%	-1%	-22%[57.1 µM]	19%
O=[N+]([O-])c1ccc2ncnc(N3CCN(Cc4ccc5c(c4)OCO5)CC3)c2c1
 : ?	6%	27	-17%	-17%	·	-2%	5%	-15%
Cc1ccc2nc(NC(=O)c3ccccc3F)sc2c1
 : ?	0%[9.22 µM]	6	-7%	-20%	63%[activator]	24%	-2%	-2%
Cc1ccc(C(=O)NNC(=O)CSc2nnc(C3CC3)n2C)cc1
 : 4%	?	-11	-10%	-8%	9%	2%	-12%	-15%
COc1cc(NC(=O)c2ccc(F)cc2)c(OC)cc1Cl
 : 2%	-12%	7	-6%	0%	-1%	9%	-12%	-11%

Sequence of screens – KB-V1 cytotox	SW480 rerep	IL1B secr inh	HT1080NT lethal	KB-3-1 cytotox	ATXN2 expr inh	MCF10A rereplic	WRN inhibitor	HT1080 IDH1KD tx
c1csc(-c2nnc(N3CCOCC3)c3ccccc23)c1
 : -22%	-2%	-16	-1%	17%	-7%	16%	-5%[57.1 µM]	13%
COc1ccccc1NC(=O)c1ccccc1C(=O)O
 : -3%	6%	19	14%	9%	-13%	4%	-2%	9%
CCOC(=O)[C@]12CCC=C1N(Cc1ccc3c(c1)OCO3)C(=O)[C@H](CC(=O)NCCC(C)C)C2
 : ?	·	2	1%	9%	0%	·	1%	12%
C=C(C)Cn1c(CCn2c3ccccc3c3ccccc32)n[nH]c1=S
 : -16%	-59%[inhibitor]	19	-2%	5%	4%	?	-12%	-24%
COc1ccc(-c2csc(Nc3ccc(S(=O)(=O)Nc4cc(C)on4)cc3)n2)cc1C
 : -16%	-1%	4	-9%	-2%	·	5%	-11%	0%
Cc1cc(C)cc(C(=O)OCC(=O)Nc2cccc(S(=O)(=O)NC3=NCCCCC3)c2)c1
 : 16µM*	?	?	0%	?	-3%	-17%	9%	-8%
COC(=O)C1=C(C)N(c2ccc(OC)cc2)C(C)=C(C(=O)OC)C1c1ccc(OC)cc1
 : -22%	-3%	-2	-1%	-24%	-30%	12%	-23%	-16%
CC(C)(C)c1nc2cc(Cl)c([N+](=O)[O-])cc2o1
 : ?	-7%	?	-28%	?	-32%	?	2%	?
CNS(=O)(=O)c1cccc(C(=O)OCC(=O)Nc2cc(F)ccc2F)c1
 : 13%	-53%[inhibitor]	11	8%	7%	·	-4%	-7%	9%
CC(C)N1C(=O)CSC1c1ccc(Br)cc1 (stereo unspecified)
 : -1%	-2%	-8	6%	-9%	-14%	-26%	11%	-1%
CCOC(=O)c1cnc2ccc(C)cc2c1N(C)Cc1ccccc1
 : 0%	18%	-68*	-5%	?	-14%	?	-6%	-22%
O=C(Cn1cc([N+](=O)[O-])ccc1=O)NCC1COc2ccccc2O1 (stereo unspecified)
 : 16%	1%	30	-1%	-2%	-26%	-2%	-4%	1%
COc1cccc(-c2nnc(SC(C(=O)c3c[nH]c4ccccc34)c3ccccc3)n2C)c1 (stereo unspecified)
 : ?	?	-27	-24%	-2%	-22%	?	3%	?
CN(C)CCNc1ccc2nnn3c4ccc(O)cc4c(=O)c1c23
 : ?	9%	-53*	23µM*	7.3µM*	?	7%	23%[11.6 µM]	21µM*
CCOc1cccc(/C=C(\C#N)C(=O)NC2CC2)c1
 : 13%	-8%	6	9%	2%	·	-3%	-12%	19%

Sequence of screens – KB-V1 cytotox	SW480 rerep	IL1B secr inh	HT1080NT lethal	KB-3-1 cytotox	ATXN2 expr inh	MCF10A rereplic	WRN inhibitor	HT1080 IDH1KD tx
COc1ccc(C2NC(=S)NC3=C2CCCC3=C2SCCS2)cc1 (stereo unspecified)
 : 13%	?	-82*	9.2µM*	?	24%[11.3 µM]	19%	?	6.5µM*
O=C(CC1C=Cc2ccccc2N1C(=O)c1ccccc1)c1ccccc1 (stereo unspecified)
 : ?	0%	34	-19%	-1%	·	0%	-13%	-23%
Cc1cc(OC(=O)c2ccccc2)n(CCC#N)n1
 : 28%	-2%	-3	25%	20%	-12%	16%	-4%[57.1 µM]	11%
CC(C)C(=O)NC(=S)Nc1ccc(S(=O)(=O)Nc2nccs2)cc1
 : 2%	-4%	-3	2%	12%	-18%	1%	0%[57.1 µM]	0%
NC(=O)c1ccc(NS(=O)(=O)c2ccccc2F)cc1
 : 1%	1%	17	2%	7%	6%	4%	-7%	5%
Cc1nnsc1C(=O)Nc1cccc(Cl)c1Cl
 : 20%	7%	18	-1%	3%	-5%	634%[0.0737 µM]	0%	7%
COc1cc2c(cc1OC)C(c1ccccc1)N(C(=O)c1cccc(S(C)(=O)=O)c1)CC2 (stereo unspecified)
 : -13%	-13%	-18	-14%	-3%	2%	?	-6%	0%
Cc1cc(C)c2c(c1)/C(=N\N=c1\sc3ccccc3n1C)C(=O)N2
 : -18%	-1%	-12	22%	-3%	-21%	0%	-4%	0%
NC(=O)c1ccc(NC(=O)CS(=O)(=O)c2cn(CC(=O)N3CCCC3)c3ccccc23)cc1
 : ·	2%	10	3%	·	7%	-4%	-20%	4%
O=C(NCSc1ccnc(SCNC(=O)c2ccccc2)n1)c1ccccc1
 : 6%	14%	13	-2%	8%	6%	14%	-14%	-22%
Cc1nn2cc(-c3ccc(N)cc3)nc2s1
 : 3%	-11%	-15	-2%	0%	-21%	11%	-8%	4%
CCCCCCn1nc(C(=O)N(CCCC)c2c(N)n(CCC)c(=O)[nH]c2=O)c2ccccc2c1=O
 : -10%	19%	-11	-5%	0%	4%	7%	-25%	-11%
c1ccc(CCc2ccccn2)cc1
 : 0%	?	-4	0%	-2%	16%	3%	-21%	-9%
CCOC(=O)C1=CCC(c2ccccc2Cl)N(S(=O)(=O)c2ccc(C)cc2)C1 (stereo unspecified)
 : ?	·	34	-28%	-1%	4%	·	-12%	-26%
COc1ccc(N2C(=O)c3ccccc3NC23CCC(C)CC3)cc1 (stereo unspecified)
 : ?	-8%	-12	4%	1%	18%	10%	-9%	3%

Sequence of screens – KB-V1 cytotox	SW480 rerep	IL1B secr inh	HT1080NT lethal	KB-3-1 cytotox	ATXN2 expr inh	MCF10A rereplic	WRN inhibitor	HT1080 IDH1KD tx
Cc1cc(C(=O)OCCN2C(=O)c3ccccc3C2=O)c2ccccc2n1
 : -19%	?	31	-25%	-19%	-4%	1%	6%	-23%
Cc1cc(C)c(CSc2ncc(-c3ccc([N+](=O)[O-])cc3)[nH]2)c(C)c1
 : 23µM*	?	-59*	?	?	?	18µM*	-10%	26µM*
COc1cccc(NC(=O)CN(C)C(=O)c2c(C)nn(Cc3ccc(C)cc3)c2Cl)c1
 : -17%	-44%[inhibitor]	-1	-8%	0%	3%	4%	2%	-6%
O=C(CN1CCC(O)CC1)N1c2ccccc2C=Cc2ccccc21
 : 0%	-7%	20	8%	4%	0%	-2%	-6%	9%
CC1=CC(=NOS(=O)(=O)c2ccc(C)cc2)CC(C)(C)C1
 : -3%	·	0	19%	0%	-9%	·	-5%	18%
CCC(C)(C)C1CCC(=NNC(=O)c2ccoc2C)CC1 (stereo unspecified)
 : ?	-3%	-3	19%	-6%	44%[activator]	-1%	8%	1%
CCCCC(=O)Nc1cccc(NC(=O)c2ccc(Br)cc2)c1
 : 9%	-6%	-19	14%[9.24 µM]	8%	3%	-4%	-6%	-17%
CCSc1nsc(NC(=O)Nc2ccccc2F)n1
 : 16µM*	-3%	-93*	?	?	38%	?	-2%	-29%
Cc1ccc(CN2CCN(C3CCC3)CC2CCO)cc1 (stereo unspecified)
 : 0%	-1%	1	8%	-18%	0%	4%	4%	6%
COc1cc2c(cc1OC)C(C(=O)N1CCCCC1)C(c1ccccc1F)N(C)C2=O (stereo unspecified)
 : -6%	-3%	22	0%	6%	5%	-1%	4%	-6%
O=C(NCc1ccco1)c1cc([N+](=O)[O-])ccc1N1CCOCC1
 : 1%	-5%	-16	0%	16%	·	0%	8%	8%
